p53ts 39C kill: qHTS Screen for Compounds that Selectively Target Cancer Cells with p53 Mutations: Cytotoxicity of p53ts Cells at the Nonpermissive Temperature | H1299-p53A138V viability at 39C, ATP luminescence, 24 h | Potency, µM (top dose mostly 46.1 µM), without a hit: top-dose activity change, negative = cell killing, usual class: cytotoxic | 1.5% of 130,000 active; also: nearly all actives have a fitted effect of over 55% in size
Peg3 imprint: qHTS Assay for Compounds that Induce Erasure of Genomic Imprints | 0.02% of 110,000 active | mouse ES Peg3-LacZ reporter, beta-gal luminescence, 40 h | Potency, µM (series often up to 60.7 µM), without a hit: at the top dose activity change, positive = activation, most hits filed as activators | AID 1948, 2009;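 also: 0% = negative control wells on the plate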
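Gelatin-coated wells received 300 freshly trypsinized female ES cells with a Peg3LacZ-Neo reporter on the maternal allele, then incubated 40 hours at 37C. BetaGlo was added for 5 minutes at room temperature before a single luminescence read.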
IkB sig inh: IkB Signaling; 0.04% of 110,000 active; ABC-DLBCL IkBa-CBG/CBR dual luciferase ratio, 4 h; response scale: scaled: untreated 0%, proteasome inhibitor 100%; Potency, µM (highest dose often 57.1 µM), inactives show at the highest dose IkBa stabilization activation; active = well fitted curve in the direction sought with a large enough effect in the signal ratio, not every such curve was filed as active; inconclusive = small, poorly fitted or top-dose-only effect, or a change in a side signal; the % refers to the signal ratio;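 also: the direction sought is a rising ratio; 0% = basal untreated cells and 100% = reference inhibitor full response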
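Curves were fitted separately to fusion (green), unfused (red) and ratio luminescence, then classed by r2, magnitude and activity. Cells: OCI-Ly3, 4 h compound plus doxycycline at 37C; 10 uM MG-132 defined full response.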
p53ts 32C kill: qHTS Screen for Compounds that Selectively Target Cancer Cells with p53 Mutations: Cytotoxicity of p53ts Cells at the Permissive Temperature; H1299-p53A138V at 32C, ATP luminescence viability, 24 h; Potency, µM (doses to about 46.1 µM), inactives show top-dose activity change, negative = cytotoxicity, hits mostly cytotoxic; 0.93% of 130,000 active; AID 924, 2007;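 also: 0% = DMSO and -100% = full killing by reference compound; nearly all actives have a fitted effect of over 55% in size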
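H1299-p53 A138V cells (temperature-sensitive p53) exposed 24 h to up to 46 uM compound at 32C, where p53 is wild-type in conformation. Viability read as ATP luminescence and normalised to DMSO and 100 uM tamoxifen. AC50 fitted with the Hill equation.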
Starred values were filed as active, the others as inactive; ? = inconclusive; . = not tested or not shown; & = joins results of further samples; [ ] = remark or other dose. Unless noted, calls follow the shape of the dose curve; as a rule, active = well fitted curve in the direction sought with a large enough effect; inconclusive = small, poorly fitted or top-dose-only effect, or another doubt; inactive = no such curve, though single readings can be large; an effect the other way counts as inactive or inconclusive. Unless noted, % is scaled to controls: 0 for no effect and ±100 for the full control effect; potency is read from the fitted curve at half-maximal effect.

Screens in order: p53ts 39C kill	Peg3 imprint	IkB sig inh	p53ts 32C kill
- CCc1ccc(CNC(=O)COc2cc(=O)n(CC)c3ccccc23)cc1
→ -21.2%	-8.7%[10.9 µM]	?	10.3%
- Cc1ccc(N2CCN(S(=O)(=O)c3nnc(NC(=O)c4ccc(C(C)C)cc4)s3)CC2)cc1
→ 4.6%	-6.1%[10.9 µM]	-0.8%	4.2%
- COc1ccccc1CCNC(=O)C1CCCO1 (stereo not drawn)
→ 5.2%	11.5%	0.2%	15.6%
- CCn1c(COc2cccc(OC)c2)nnc1SCC(=O)N1CCOCC1
→ -0.5%	-5.4%	1.7%	-1.7%
- Cc1nnc(NC(=O)c2ccc3ccccc3c2)o1
→ ?	-46.4%[inhibitor]	?	-29.2%
- Cc1nn(C)c2c1c(C(F)(F)F)cc(=O)n2Cc1ccc(Br)cc1F
→ 2.2%	-11.8%[10.9 µM]	?	-1.4%
- Cc1ccc(Cl)cc1N1CCN(C(=O)c2cn(C)c(=O)c3c2c2ccccc2n3C)CC1
→ -11.0%	-8.5%	-1.1%	-11.9%
- COC(=O)c1ccccc1NC(=O)CSc1cc(-c2ccccc2)nc(C)n1
→ -14.8%	7.3%[10.9 µM]	0.5%	-4.4%
- O=C(Nc1ccccc1)N1CC2(CCN(C(=O)c3ccncc3)CC2)C1
→ 1.3%	.	3.7%[11.4 µM]	-2.6%
- Cc1ccc(-c2ccc(=O)n(CC(=O)NCc3ccc(F)cc3)n2)cc1
→ -14.7%	-2.9%[10.9 µM]	?	4.4%
- COc1ccc(OCC(=O)OC(C)CN2CCOCC2)cc1 (stereo not drawn)
→ 26.3%	.	.	2.5%
- Cc1cc(NC(=O)c2cc(-c3ccncc3)nc3c(C)cccc23)no1
→ 0.7%	-15.1%	?	9.0%
- Cn1c(=O)n(C)c2cc(NC(=O)C(F)(F)F)ccc21
→ -6.6%	-5.4%	0.7%	0.6%
- CC1CCN(S(=O)(=O)c2cc(C(=O)N3CCN(c4ccccc4F)CC3)n(C)c2)CC1
→ -17.4%	-7.2%[10.9 µM]	1.2%	-13.5%
- O=C(CSc1nc2ccncc2[nH]1)Nc1ccccc1C(F)(F)F
→ -13.3%&-8.3%	-14.6%	1.3%&-0.2%	-10.8%&5.6%
- CCCn1c(NC(=O)c2cccc(S(=O)(=O)N3CCCC3)c2)nc2ccccc21
→ 28.4%	-35.7%[inhibitor]	?	-24.4%
- C=CCn1c(COc2ccc(Cl)cc2)nnc1SCc1ccc(C#N)cc1
→ -3.7%	-20.1%	?	15.0%
- O=C(CSc1nnc(NC(=O)C2CC2)s1)Nc1ccc(F)cc1
→ -1.8%	-1.6%	1.5%	-4.8%
- Cc1cc(C)n(-c2nc3cc(Cl)ccc3nc2Nc2ccc(C)c(F)c2)n1
→ 9.3%	10.2%[10.9 µM]	7.5%	8.2%
- Cc1nc2c(c(SCC(=O)Nc3ccccc3C(F)(F)F)n1)CCC2
→ -5.8%	24.0%[10.9 µM]	?	?
- Cc1c(C(=O)Nc2cccc(-c3nc4ccccc4s3)c2)oc2ccc(F)cc12
→ 25.6%	-4.5%[10.9 µM]	-0.2%	-6.2%
- CCOc1ccc(CCNC(=O)c2cccc(-n3c(C)nc4cccnc43)c2C)cc1
→ 8.4%	-5.7%[10.9 µM]	?	2.3%
- C=CCN=C(NC#N)SCC(=O)NCc1ccccc1
→ 1.6%	-10.6%	-2.9%	12.6%
- COc1ccc(C2=NOC(C(=O)NCc3ccccc3)C2)cc1 (stereo not drawn)
→ -6.0%	-20.2%	1.1%	-4.2%
- CCOC(=O)CNC(=O)C1c2cc(OC)c(OC)cc2C(=O)N(C)C1c1ccccc1F (stereo not drawn)
→ 5.9%	-8.0%	-2.0%	-4.1%
- COCCCNC(=O)C(F)(F)C(F)(F)C(=O)NCCCOC
→ 2.3%	3.2%	-0.1%	6.4%
- O=C(c1ccc2c(c1)OCCO2)N(Cc1cccnc1)c1nc2c(F)cccc2s1
→ -14.3%	-16.1%[10.9 µM]	?	9.2%
- CCC(=O)c1cn(CC(=O)NCc2cccnc2)c2ccccc12
→ 9.5%	-7.0%	0.4%	0.5%
- CC1=C(C(=O)OC2CCCCCC2)C(c2ccccc2Cl)CC(=O)N1 (stereo not drawn)
→ -15.8%	-4.1%[10.9 µM]	5.1%	10.0%
- O=C1C[C@@H](O)[C@@H](O)[C@H]2[C@@H]3C(=O)N(Cc4ccccc4)C(=O)[C@@H]3CC[C@H]12
→ 0.9%&7.6%[9.22 µM]	.	.	5.0%&0.2%[9.22 µM]

Part of the list above, with each value named.
> COC(=O)c1ccccc1NC(=O)CSc1cc(-c2ccccc2)nc(C)n1
- p53ts 39C kill = -14.8%
- Peg3 imprint = 7.3%[10.9 µM]
- IkB sig inh = 0.5%
- p53ts 32C kill = -4.4%

> O=C(Nc1ccccc1)N1CC2(CCN(C(=O)c3ccncc3)CC2)C1
- p53ts 39C kill = 1.3%
- Peg3 imprint = .
- IkB sig inh = 3.7%[11.4 µM]
- p53ts 32C kill = -2.6%

> Cc1ccc(-c2ccc(=O)n(CC(=O)NCc3ccc(F)cc3)n2)cc1
- p53ts 39C kill = -14.7%
- Peg3 imprint = -2.9%[10.9 µM]
- IkB sig inh = ?
- p53ts 32C kill = 4.4%

Next section.
Screens in order: p53ts 39C kill	Peg3 imprint	IkB sig inh	p53ts 32C kill
- N#Cc1ccccc1CSc1ccccn1
→ 5.5%	-11.8%	2.1%	-1.5%
- CC1CCN(C(=O)N[C@@H](Cc2ccccc2)C(=O)O)CC1
→ 8.0%	-4.1%	4.1%	-6.1%
- CCC(C)(C)n1nnnc1C(C(C)C)N(CCCO)Cc1cc2cc(C)ccc2[nH]c1=O (stereo not drawn)
→ -2.6%	-10.6%	7.0%	-5.7%
- O=C(NCC(c1ccc2c(c1)OCO2)N1CCN(c2ccccc2)CC1)C(=O)Nc1ccccc1 (stereo not drawn)
→ -3.4%	-9.1%[10.9 µM]	?	-1.9%
- COc1cccc(C2C(C(=O)Nc3ccccc3)=C(C)Nc3nc(-c4ccccc4)nn32)c1OC (stereo not drawn)
→ -0.5%	-5.1%[10.9 µM]	?	-5.0%
- Fc1ccccc1N1CCN(c2ncnc3onc(-c4ccc(Cl)cc4)c23)CC1
→ -13.4%	-9.6%[10.9 µM]	1.3%	8.8%
- COC(=O)C1=C(C)N(C)C(=O)NC1c1ccc(O)c(OC)c1 (stereo not drawn)
→ -14.3%	-10.0%	1.2%	-6.0%
- CNC(=O)CSc1nnnn1-c1ccc(C)cc1C
→ -12.3%	-9.6%	1.1%	6.5%
- O=c1c2ccccc2nc(SCc2nnc(-c3ccccc3)o2)n1-c1ccccc1
→ -0.7%	-17.3%	?	1.5%
- Cc1ccc2oc(=O)c3cc(C(=O)Nc4ccc(F)cc4F)sc3c2c1
→ -9.1%	25.9%[10.9 µM]	1.1%	-3.3%
- CCOC(=O)c1cnc2sccn2c1=O
→ -4.6%	1.1%	-1.0%	4.8%
- CC(C)=CCC/C(C)=C/CO/N=C1/C[C@@H](O)[C@@H](O)[C@@H]2[C@@H]3C(=O)N(C[C@@H]4CCCO4)C(=O)[C@H]3CC[C@H]12
→ 8.6%[9.22 µM]	.	.	11.5%[9.22 µM]
- CCCCC(=O)Nc1ccccc1C(=O)N1CCOCC1
→ 11.4%	.	.	-1.4%
- COCCn1c(C)cc(C(=O)COc2nc3ccccc3nc2C)c1C
→ -11.6%	-19.2%	6.0%	-3.3%
- Cc1cccn2c(=O)c(C(=O)N3CCN(c4ccccc4F)CC3)cnc12
→ 4.8%	-6.5%[10.9 µM]	-1.3%	4.1%
- CC1CN(S(=O)(=O)c2ccc(NC(=O)c3ccco3)cc2)CC(C)O1 (stereo not drawn)
→ -9.9%	7.4%	0.6%	1.7%
- Cc1ccc(S(=O)(=O)N(CC(=O)N2CCOCC2)CC(=O)N2CCOCC2)cc1
→ 13.3%	-6.6%	0.2%	7.9%
- Cc1cccc(-c2nnn3c2nc(NCc2ccc4c(c2)OCO4)c2ccccc23)c1
→ 6.31µM*	-9.3%[10.9 µM]	?	-5.0%
- O=S(=O)(c1ccc(OC(F)(F)F)cc1)N1CCC(c2nc3ccccc3s2)CC1
→ -16.2%	-7.9%[10.9 µM]	-0.2%	5.2%
- Cc1ccccc1-n1nc(CO)c(C(=O)NCCc2ccccc2)n1
→ -15.6%	-3.5%[10.9 µM]	?	-2.6%
- CCOC(=O)N1CCc2c(sc3c2c(=O)n(-c2ccc(Cl)cc2)c(=O)n3CC(C)C)C1
→ 0.4%	-7.2%[10.9 µM]	?	1.2%
- Cc1c(C(=O)NCc2ccccn2)oc2ccccc12
→ -3.6%	-19.3%	0.0%	-8.0%
- CCOc1ccc(CCNC(=O)c2ccc3[nH]c(C)c(C)c3c2)cc1
→ -21.2%	-11.9%[10.9 µM]	?	-2.5%
- COc1cc2nc(NCc3ccccc3Cl)n3nc(-c4cccnc4)nc3c2cc1OC
→ -2.8%	5.7%[10.9 µM]	?	2.7%
- Cc1cc(NC(=O)c2cccc(S(=O)(=O)N3CCCCCC3)c2)n(-c2ccccn2)n1
→ 6.6%	-14.3%	1.3%	-4.9%
- CCOc1ccc(S(=O)(=O)N2CCC(n3c(C)nc4cccnc43)CC2)cc1
→ -12.4%	-13.4%[10.9 µM]	-1.2%	15.1%
- COc1ccc(NC(=O)Cc2nc3ccccc3[nH]2)cc1
→ 19.3%	-8.9%	10.7%	9.9%
- CCCOC(=O)c1ccc(Nc2cc(C)nc3ncnn23)cc1
→ 2.1%	-22.9%	3.6%	-0.3%
- Cc1ccc(-c2nc(CS(=O)CC(=O)NCc3ccccn3)c(C)o2)cc1 (stereo not drawn)
→ 4.1%	12.0%	5.4%	-4.6%
- O=C(c1cnc(N2CCCCC2)c2ccccc12)N1CCN(c2ccccc2F)CC1
→ -10.5%	-8.2%[10.9 µM]	?	-5.1%
- Cc1nc2ccccc2c2c1C(=O)N(CCC1=CCCCC1)C2=O
→ -4.5%	-4.9%	-0.5%	-2.2%
- O=C(Nc1nnc(S(=O)(=O)N2CCCC2)s1)c1ccc(F)cc1
→ -21.3%	-4.9%[10.9 µM]	0.7%	-2.8%
- CCc1ccc(NC(=O)Cn2c(C(=O)OC)cc3oc(C)cc32)cc1
→ -15.1%	-2.8%[10.9 µM]	0.5%	0.4%
- O=C(Nc1ccc(F)cc1)N1CCn2c(nc3ccccc32)C1
→ 10.7%	-6.1%	3.0%	2.6%
- O=C(NC1CCS(=O)(=O)C1)C1CCCCN1S(=O)(=O)c1ccc(Cl)cc1 (stereo not drawn)
→ -6.6%	-6.3%	1.3%	1.1%
- CCOC(=O)c1cc(S(=O)(=O)N2CCN(c3ccccc3F)CC2)[nH]n1
→ -5.9%	6.0%[10.9 µM]	1.4%	3.2%
- COc1cccc(C2C(C)CCC3C(=O)N(C)C(C(C)C)C(=O)N32)c1 (stereo not drawn)
→ 7.2%[9.22 µM]	.	.	0.6%[9.22 µM]
- Cc1cc(Nc2ccccc2F)n2nc(C)nc2n1
→ 7.4%	-7.7%	1.3%	1.3%
- Cc1cc(N2C(=O)CC(C(C)c3ccccc3)C2=O)no1 (stereo not drawn)
→ -8.2%	.	.	-9.7%
- COc1ccc(N2CCN(Cc3nc4c(c(=O)[nH]c(=O)n4C)n3Cc3ccc(C)cc3)CC2)cc1
→ -1.9%	-14.1%[10.9 µM]	-1.3%	8.0%
- Cc1c(C(=O)N2CCN(CCc3ccccc3)CC2)oc2ccccc12
→ -2.0%	.	.	-12.0%
- Cc1ccc(C)n1-n1cnc2sc3c(c2c1=O)CCC3
→ -8.2%	-9.4%	-1.1%	0.6%
- COc1ccc(NC(=O)Cn2c(=O)n(Cc3ccco3)c(=O)c3sc4ccccc4c32)cc1OC
→ -2.1%	-7.2%[10.9 µM]	0.8%	-12.6%
- COCCn1c(=O)c(-c2cccc(C#N)c2)nc2cnc(OC)nc21
→ 0.6%	-3.7%	0.6%[11.4 µM]	2.4%
- Cc1nn2c(N)csc2nc1=O
→ -6.3%	-13.7%	0.1%	-7.0%
